FEN1 inh = qHTS Assay for the Inhibitors of Human Flap endonuclease 1 (FEN1) | P39748 | Recombinant FEN1 flap cleavage, fluorescence, 15 min | Potency, µM (series often up to 114 µM), inactives show top-dose activity change, negative = inhibition, usual class: inhibitors | actives 0.35% (n = 390,000) | AID 588795, 2011; also: nearly all actives have a fitted effect of over 65% in size
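Nuclease activity of 10 nM FEN1 was measured after 15 min of room-temperature exposure to titrated compounds, by adding 50 nM flap substrate and reading plates at 0 and 15 min.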
N370S GC = qHTS Assay for Inhibitors and Activators of N370S glucocerebrosidase as a Potential Chaperone Treatment of Gaucher Disease; Lysosomal acid glucosylceramidase (Homo sapiens), P04062; N370S GC spleen homogenate, 4MU-glucoside fluorescence; Potency, µM (titrated, usually from 59.4 µM), for inactives: top-dose activity change, negative = inhibition, usual class: inhibitors; actives 0.092% (n = 330,000);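 also: 0% = full enzyme activity and -100% = no enzyme basal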
GCN5L2 inh = qHTS Assay for Inhibitors of GCN5L2 | Histone acetyltransferase KAT2A (Homo sapiens), Q92830 | GCN5L2 HAT assay, ThioGlo1 CoA-SH fluorescence | Potency, µM (highest dose often 58.9 µM), for the others: at the top dose activity change, negative = inhibition, usual class: inhibitors | actives 0.21% (n = 390,000) | AID 504327, 2011
Target sequence (Q92830 whole entry, looked up): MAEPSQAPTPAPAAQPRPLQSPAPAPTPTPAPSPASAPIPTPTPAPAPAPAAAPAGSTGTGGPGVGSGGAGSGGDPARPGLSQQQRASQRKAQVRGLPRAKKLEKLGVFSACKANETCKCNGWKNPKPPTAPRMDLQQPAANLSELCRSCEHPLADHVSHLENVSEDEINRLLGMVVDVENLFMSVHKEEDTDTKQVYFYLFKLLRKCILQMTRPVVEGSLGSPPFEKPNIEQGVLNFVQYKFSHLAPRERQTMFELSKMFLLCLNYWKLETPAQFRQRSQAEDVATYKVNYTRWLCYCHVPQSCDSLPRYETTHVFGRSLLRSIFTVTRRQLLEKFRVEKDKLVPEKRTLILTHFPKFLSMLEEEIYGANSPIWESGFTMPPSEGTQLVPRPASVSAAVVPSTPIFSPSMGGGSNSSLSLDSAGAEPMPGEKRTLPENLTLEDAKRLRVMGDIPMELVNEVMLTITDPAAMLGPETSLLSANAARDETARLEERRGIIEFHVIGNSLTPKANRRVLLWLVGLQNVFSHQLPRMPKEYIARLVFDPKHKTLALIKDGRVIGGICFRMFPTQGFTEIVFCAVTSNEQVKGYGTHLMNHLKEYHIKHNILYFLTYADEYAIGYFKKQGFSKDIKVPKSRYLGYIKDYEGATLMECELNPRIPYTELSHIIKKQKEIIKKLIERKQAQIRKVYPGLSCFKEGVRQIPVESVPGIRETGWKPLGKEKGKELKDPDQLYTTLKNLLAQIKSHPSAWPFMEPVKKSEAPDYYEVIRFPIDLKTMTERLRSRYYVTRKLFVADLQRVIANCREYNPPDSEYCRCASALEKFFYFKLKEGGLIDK
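Fluorescence readout, Ex340nm/Em540nm: ThioGlo1 (50uM final) reacts with free CoA thiol released as 20nM GCN5L2 acetylates H3(1-25) peptide (75uM) using acetyl-CoA (70uM). Compound and enzyme sat 15 min beforehand; 20 min room-temperature reaction.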
* = called active by the depositor; ? = inconclusive; . = no result given; & = joins results of further samples; [ ] = remark or other dose. Calls follow the shape of the dose curve; as a rule, active = well fitted curve in the direction sought with a large enough effect; inconclusive = small, poorly fitted or top-dose-only effect, or another doubt; inactive = no such curve, though single readings can be large; an effect the other way counts as inactive or inconclusive. Unless noted, % is scaled to controls: 0 for no effect and ±100 for the full control effect; potency is read from the fitted curve at half-maximal effect. Only part of the results is shown (hit frequency here may not be typical).

| item | SMILES | FEN1 inh | N370S GC | GCN5L2 inh |
| --- | --- | --- | --- | --- |
| 1 | CCCN1CCN(c2ncnc3sc(C(=O)Nc4ccc(C(C)C)cc4)c(C)c23)CC1 | -6% | . | 2% |
| 2 | CCC(C(=O)NCc1ccco1)N(C(=O)CNS(=O)(=O)c1ccccc1)C1CCCCC1 (stereo unspecified) | 1% | . | -3% |
| 3 | COc1ccc(C)cc1NC1(c2ccccc2)C(=O)c2ccccc2C1=O | -8% | . | -3% |
| 4 | COCCCn1c(C(=O)NC2CCCCC2C)cc2c(=O)n3cccc(C)c3nc21 (stereo unspecified) | -11% | -11% | -1% |
| 5 | CCC1CCCCN1CCCNC(=O)CN1C(=O)c2cccnc2Oc2ccc(Cl)cc21 (stereo unspecified) | -3%&0% | 4% | -8%&-7% |
| 6 | O=C(Nc1ccccc1C(=O)N1CCCCC1)c1nsc2ccccc12 | 2% | . | -5% |
| 7 | CCOC(=O)c1c(NC(=O)CN2C(=O)NC(C)(c3ccccc3)C2=O)sc(C)c1C (stereo unspecified) | -15% | -6% | -10% |
| 8 | O=C(c1c[nH]c(C(=O)C(Cl)(Cl)Cl)c1)c1ccc(F)cc1Cl | 4% | 7% | 8% |
| 9 | O=C(CCC1CCCN(C(=O)CCN2CCCCC2=O)C1)NCc1ccccc1F (stereo unspecified) | -13% | 7% | -4% |
| 10 | CCCOc1ccc(-c2nc(=S)[nH][nH]2)cc1 | 2% | 7% | -10% |
| 11 | Cc1ccc(/C=C2\SC(=S)N(CCC(=O)NNC(=O)c3cccnc3)C2=O)cc1 | 12% | -2% | -6% |
| 12 | Cc1ccc(SCc2[nH]nc3c2C(C(C)C)C(C#N)=C(N)O3)cc1 (stereo unspecified) | -4% | 4%[12.8 µM] | -9% |

Laid out differently: results already given.
[11] Cc1ccc(/C=C2\SC(=S)N(CCC(=O)NNC(=O)c3cccnc3)C2=O)cc1
[2] CCC(C(=O)NCc1ccco1)N(C(=O)CNS(=O)(=O)c1ccccc1)C1CCCCC1 (stereo unspecified)
[8] O=C(c1c[nH]c(C(=O)C(Cl)(Cl)Cl)c1)c1ccc(F)cc1Cl
[9] O=C(CCC1CCCN(C(=O)CCN2CCCCC2=O)C1)NCc1ccccc1F (stereo unspecified)
[1] CCCN1CCN(c2ncnc3sc(C(=O)Nc4ccc(C(C)C)cc4)c(C)c23)CC1

screen / no.	11	2	8	9	1
FEN1 inh	12%	1%	4%	-13%	-6%
N370S GC	-2%	.	7%	7%	.
GCN5L2 inh	-6%	-3%	8%	-4%	2%

Other results follow.
| item | SMILES | FEN1 inh | N370S GC | GCN5L2 inh |
| --- | --- | --- | --- | --- |
| 13 | Nc1c(C(=O)CSc2ncccn2)c(=O)[nH]c(=O)n1C1CC1 | 20% | . | 3% |
| 14 | COc1ccnc(Oc2ccccc2)c1C(=O)N/C=N/OCc1ccc(F)cc1Cl | -3% | 21% | 1% |
| 15 | CCN1CN(Cc2ccccc2)CNC1=S | 3% | 3% | -2% |
| 16 | C[C@@H]1COC(=O)[C@@H](Cc2ccc(F)cc2)C/C=C\C[C@@H](CC(=O)NCCO)C(=O)N1 | -4% | . | -4% |
| 17 | Cc1ccc(S(=O)(=O)N2CCC(C(=O)N[C@@H](Cc3ccccc3)C(=O)O)CC2)cc1 | 5% | 4% | 3% |
| 18 | Cc1cc(NC(=O)CSc2cc(Cl)ccc2Cl)n(-c2ccccc2)n1 | 4% | 13% | 19% |
| 19 | Cc1ccc(C(=O)Oc2ccc(/C=N/NC(N)=O)cc2)cc1 | 2% | -5% | -7% |
| 20 | O=C(N/C(=C\c1ccccc1)C(=O)N1CCCCCC1)c1ccccc1 | 2% | 4% | 15% |
| 21 | COc1ccccc1Cc1nnc(NC(=O)C2CCN(C(=O)c3ccco3)CC2)s1 | 11% | -3% | -13% |
| 22 | COc1ccc(NC(=O)C(C)N2C(=O)C3CC=C(Cl)CC3C2=O)cc1 (stereo unspecified) | 13% | 1% | -20% |
| 23 | CCN1C(=O)[C@H]2[C@@H](c3ccc(-c4cccc(Cl)c4)c(OC)c3)N[C@@](CC(C)C)(C(=O)OC)[C@H]2C1=O | -14% | -5% | -11% |
| 24 | Cc1ccc(S(=O)(=O)c2c(N)n(Cc3ccco3)c3nc4ccccc4nc23)cc1C | -17% | ? | -26% |

(more compounds)
| item | SMILES | FEN1 inh | N370S GC | GCN5L2 inh |
| --- | --- | --- | --- | --- |
| 25 | Cc1ccc(S(=O)(=O)c2nc(C)oc2NCc2ccccc2)cc1 | . | 2% | -1% |
| 26 | O=C(Nc1ccc(C(=O)O)cc1)/C(=C\c1ccc2c(c1)OCO2)NC(=O)c1ccc(Br)cc1 | -15% | -6% | -9% |
| 27 | CC1CCN(C(=O)c2nc[nH]c2C(=O)N2CCC(C)CC2)CC1 | -6% | . | 0% |
| 28 | O=C(NCCCc1ccccc1)c1cccc(S(=O)(=O)N2CCOCC2)c1 | -1% | . | -3% |
| 29 | COc1cc(/C=N/N=C2/NC(=O)C(Cc3ccc(F)cc3)S2)ccc1O (stereo unspecified) | 14% | 4% | -12% |
| 30 | Cc1ccc(-c2n[nH]c(=O)c3ccccc23)cc1S(=O)(=O)N(C)C | 9% | -10% | 2% |
| 31 | COC(=O)c1sc(-c2ccccc2)cc1NC(=O)Nc1ccc(Cl)cc1 | -27% | . | -5% |
| 32 | CC(C)CCc1noc(CN2CCC(C(=O)N3CCOCC3)CC2)n1 | -14% | -1% | 0% |
| 33 | O=C(CN1C(=O)c2ccccc2S1(=O)=O)Nc1cccc(S(=O)(=O)N2CCOCC2)c1 | 4% | . | -9% |
| 34 | CCCCn1c(N)c(N(CC(C)C)C(=O)C2CCN(S(=O)(=O)c3ccccc3)CC2)c(=O)[nH]c1=O | 3% | -4% | -2% |
| 35 | CC[C@@H](C)[C@H](NC(=O)CNC(=O)Cc1c(C)c2c(cc(C)c3c(C)coc32)oc1=O)C(=O)O | 1% | 11% | -19% |
| 36 | CC(/C=C\c1cccnc1)=C/C(=O)O | -3%&14% | 2%&0% | -2%&-14% |

Reformatted with two lines to a compound: entries from further up.
Second line of a record – FEN1 inh, N370S GC, GCN5L2 inh
27. CC1CCN(C(=O)c2nc[nH]c2C(=O)N2CCC(C)CC2)CC1
  -6%, ., 0%
30. Cc1ccc(-c2n[nH]c(=O)c3ccccc23)cc1S(=O)(=O)N(C)C
  9%, -10%, 2%
31. COC(=O)c1sc(-c2ccccc2)cc1NC(=O)Nc1ccc(Cl)cc1
  -27%, ., -5%
28. O=C(NCCCc1ccccc1)c1cccc(S(=O)(=O)N2CCOCC2)c1
  -1%, ., -3%
33. O=C(CN1C(=O)c2ccccc2S1(=O)=O)Nc1cccc(S(=O)(=O)N2CCOCC2)c1
  4%, ., -9%

Next part:
| item | SMILES | FEN1 inh | N370S GC | GCN5L2 inh |
| --- | --- | --- | --- | --- |
| 37 | COc1cc(OC)cc(C(=O)NCc2ccc3[nH]c(C)cc3c2)c1 | -19% | 1% | 0% |
| 38 | C=CCn1c(SCC(=O)c2cccs2)nnc1-c1cccc(OC)c1 | -5% | 7% | -4% |
| 39 | Cc1nnsc1C(=O)N(Cc1ccccc1)C(C)C | 18% | 11% | 1% |
| 40 | Cc1ccnc(NC(=O)CS(=O)(=O)Cc2ccccc2)c1 | 1% | 4% | 13% |
| 41 | Cc1nc([N+](=O)[O-])cn1CC(=O)c1ccc(F)cc1 | 9% | -1% | 1% |
| 42 | Nc1sc2c(c1C(=O)c1ccc(Cl)cc1)CCCC2 | . | -7% | 3% |
| 43 | Cc1cc(=O)oc2c3c(cc(OCC(=O)NCc4cccnc4)c12)OC(C)(C)CC3 | -5% | ? | -9% |
| 44 | CN(C)S(=O)(=O)c1ccc(N2CCCC2)c(C(=O)Nc2nc3ccc(F)cc3s2)c1 | 10% | 23% | -9% |
| 45 | Cc1ccc(NC(=O)COC(=O)c2oc3ccccc3c2C)cc1S(=O)(=O)N1CCOCC1 | 10% | -8% | -11% |
| 46 | CCOC(=O)C1CCN(C(=O)CSc2nnc(-c3ccco3)n2-c2ccccc2)CC1 | 1% | 8% | -3% |
| 47 | CN(C)CCCNc1nc(-c2ccc(Cl)cc2)nc2ccccc12 | ? | -19% | -1% |
| 48 | Cc1ccc2[nH]c(=O)c3cc(C(=O)N(C)c4ccc(Br)cc4)sc3c2c1 | 0% | . | -1% |

(continued)
| item | SMILES | FEN1 inh | N370S GC | GCN5L2 inh |
| --- | --- | --- | --- | --- |
| 49 | CCCCNC(=O)N(CC)c1c(N)n(Cc2ccccc2)c(=O)[nH]c1=O | -8% | -5% | -7% |
| 50 | O=C(Nc1cnccn1)c1csc2ccccc12 | -13% | -8% | -14% |
| 51 | O=C(OCC(=O)c1ccc[nH]1)c1ccc(S(=O)(=O)N2CCCCC2)cc1 | . | -10% | -2% |
| 52 | CN(Cc1cnn(C)c1)Cc1nc(COc2ccccc2)no1 | 3% | -8% | -14% |
| 53 | Cc1nnc(SCC(=O)c2cc(C)n(C3CC3)c2C)s1 | 2% | 15% | 21% |
| 54 | O=C(O)c1ccc(/C=N/NC(=O)c2ccc(F)cc2)cc1 | 1% | -3% | -2% |
| 55 | Cc1ccc(SC[C@H](C)CN2CC[C@H](C)CCC2=O)cc1 | -11%&2% | -2% | 1% |
| 56 | Cc1ccc(S(=O)(=O)CCC(=O)N2CCN(c3ccccc3F)CC2)cc1 | 15% | -5% | 0% |
| 57 | COc1cccc(C(=O)c2c(C)c(CCC#N)n3ccccc23)c1 | -13% | -3% | -8% |
| 58 | O=C(NC1CCS(=O)(=O)C1)c1ccc(N2CCCCC2)c([N+](=O)[O-])c1 (stereo unspecified) | 0% | -2% | -17% |
| 59 | Cc1ccc(NC(=O)C(c2ccc(Cl)cc2)N2CCCCC2)cc1 (stereo unspecified) | 8% | -25% | 2.2µM* |
| 60 | N#Cc1ccccc1CSc1nnc(-c2ccccc2)o1 | -10% | . | -1% |

The list goes on.
| item | SMILES | FEN1 inh | N370S GC | GCN5L2 inh |
| --- | --- | --- | --- | --- |
| 61 | COc1ccc(-c2nc3ccccc3n3c(-c4ccc(OC)cc4)c4c(=O)n(C)c(=O)n(C)c4c23)cc1 | 1% | . | -2% |
| 62 | CCOC(=O)c1cc(-c2ccccc2)n(CC(=O)NC(C)(C)C)c1C | -4% | 5% | -13% |
| 63 | CCCCN(CC)C(=O)c1ccc(-c2ccccc2)cc1 | -8% | 26% | 4% |
| 64 | COc1cccc(NC(=O)Cc2nnc(SCC(=O)NC(C)c3ccccc3)n2C)c1 (stereo unspecified) | 0% | 2% | ? |
| 65 | Cc1ccc(CC(=O)NCc2cccnc2)cc1 | . | -7% | -10% |
| 66 | O=C(O)/C=C/C(=O)Nc1cc(F)ccc1F | -7% | 0% | -21% |
| 67 | COc1ccc(NC(=O)CCN2CCN(S(=O)(=O)c3ccc(Br)cc3)CC2)cc1 | -14% | 4% | -2% |
| 68 | Cc1c(C(=O)OCC(=O)NC(=O)NC2CCCCC2)cccc1[N+](=O)[O-] | -10% | . | -5% |
| 69 | Cn1c(=O)c2cc3c(nc2n(C)c1=O)CC(c1ccccc1)CC3=O (stereo unspecified) | -5% | 10% | -3% |
| 70 | O=C(Nc1ncc2c(n1)-c1ccccc1OC2)c1ccccc1Cl | 2% | 26% | -1% |
| 71 | CCOc1ccc(S(=O)(=O)N2CCOCC2)cc1NC(=O)CSCc1c(C)noc1C | -1% | 0% | -10% |
| 72 | COc1ccccc1NC(=O)Cn1c(=O)c(CNc2ccc(C)cc2)cc2cc3c(cc21)OCCO3 | -10% | . | -7% |

Next part.
| item | SMILES | FEN1 inh | N370S GC | GCN5L2 inh |
| --- | --- | --- | --- | --- |
| 73 | O=C(NCCc1c[nH]c2ccccc12)c1ccc([N+](=O)[O-])cc1 | 3% | -25% | -4% |
| 74 | Cc1cc(NC(=O)CSc2nc3c(c(=O)n2Cc2ccccc2)SC(C)C3)no1 (stereo unspecified) | -8% | 9% | -3% |
| 75 | CC1(c2ccccc2)NC(=O)N(CC(=O)NCc2cccc(Cl)c2)C1=O (stereo unspecified) | 2% | -3% | -2% |
| 76 | CC(NC(=O)/C(C#N)=C1\N=C(NC(=O)c2cccs2)c2ccccc21)c1ccccc1 (stereo unspecified) | -7% | 12% | 1% |
| 77 | Cc1ccc(NC(=O)Cn2cc3c(n2)CCCC3)cc1Cl | 0% | . | 1% |
| 78 | Cc1ccc(C(=O)/C=C/c2cn(CC(O)CN3CCc4ccccc43)c3ccccc23)cc1 (stereo unspecified) | -16% | . | -21% |
| 79 | O=C(Cc1ccccc1)NCCSCc1ccc(Cl)cc1 | -10% | -4% | 4% |
| 80 | CC(CCc1ccccc1)NC(=O)Cn1c(=O)nc(-c2ccccc2F)c2cc(Cl)ccc21 (stereo unspecified) | -8% | . | -6% |
